Bioassay records as filed in PubChem BioAssay.
S3 lipid droplet: qHTS Assay for Lipid Storage Modulators in Drosophila S3 Cells. Drosophila S3 cells, BODIPY lipid droplet fluorescence, 18-24 h; cells fed with added oleic acid. Potency in µM for hits, for the others lipid storage change, negative = inhibition, % at the top dose, mostly 46.1 µM. hit rate 0.64% among 320,000; active = well fitted inhibition curve with a large enough effect in the signal ratio, with a control signal flat, not every such curve was filed as active; inconclusive = small, poorly fitted or top-dose-only effect, or effect the other way, or a change in a side signal; the % refers to the signal ratio
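Drosophila S3 cells got compounds at several concentrations plus oleic acid (400 uM solution). Laser-scanning cytometry with 488 nm excitation read lipid droplets at 500-530 nm and cells at 575-640 nm. Percent activity was relative to 20 uM Triacsin C.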
S3 lipid droplet cell count max: recorded beside S3 lipid droplet, whose call it bears; cell number change, %; measured here: cell count max response;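 cells counted by Cell Tracker Red CMTPX staining in the red channel; peak over a dose series mostly up to 46.1 µM; percent activity relative to internal control wells on each plate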
Numbers without * were called inactive; i = inactive; ? = inconclusive; · = no result given. % is set by controls: 0 for no effect and ±100 for the full control effect; potency is the fitted concentration of half-maximal effect. This is a subset; the hit share may differ from the screen's.

Values in the order – S3 lipid droplet, S3 lipid droplet cell count max
> COCCCn1c(=NC(=O)c2ccncc2)c(C#N)cc2c(=O)n3cccc(C)c3nc21
    ?, ·
> CC(C)N1C(=O)S/C(=C\c2ccc(-c3ccc(Cl)c(C(=O)O)c3)o2)C1=O
    ?, ·
> CC(=O)N1CCN(c2ccc(NCc3ccc(C(C)C)cc3)cc2)CC1
    ?, ·
> O=C(N/N=C/c1ccc2c(c1)OCO2)c1ccc(COCC(F)(F)C(F)F)cc1
    3%, 5
> COc1cc2c(cc1OC)-c1nnc(C)n1C1(CCCC1)C2
    20%, -1
> O=C(NCCc1ccccc1)c1ccc2nccnc2c1
    5%, 18
> CC(=O)c1cc2c(cc1NC(=O)C1CC1)OCO2
    10%, -9
> CC1(C)Oc2ccc3ccc(=O)oc3c2-c2cnoc21
    23%, ·
> Cn1c(=O)c2c(nc(SCCCO)n2Cc2ccccc2Cl)n(C)c1=O
    ?, ·
> Cc1ccc(O)c(NC(=O)C2=CC(c3ccco3)=NS(=O)(=O)N2C)c1
    -3%, 2
> CCC1C/C(=C\c2cccnc2)C(=O)/C(=C/c2cccnc2)C1 (stereo not drawn)
    ?, ·
> Cc1cccc(NS(=O)(=O)c2cc(C(=O)NCCC3=CCCCC3)ccc2Cl)c1
    ?, ·
> CCC(C)C(Nc1ccc(C(=O)OC)cc1[N+](=O)[O-])C(=O)OC (stereo not drawn)
    ?, ·
> CCN(CC)CCN(C)C(=O)c1ccc(OC2CCN(C(=O)C3CC3)CC2)cc1
    -11%, 1
> COc1ccccc1CNC(=O)c1cc(C)nn1-c1ccccc1
    ?, ·
> COC(=O)Cc1ccc(NC(=S)NCCC(C)C)cc1
    -4%, -9
> CCSC(C)CC1C/C(=N/O)c2c(CC)noc2C1 (stereo not drawn)
    i, ·
> COc1ccc2c(c1)Sc1ccccc1N2CCN(C)C
    ?, ·
> Cc1ccc(C(=O)Nc2ccc(Cl)cc2C(F)(F)F)c(Cl)c1
    -1%, -1
> CCOC(=O)C1(CCc2ccccc2)CCN(Cc2ccc(OC)cc2)CC1
    ?, ·
> CSc1nnc(SCC#N)s1
    ?, ·
> COC(=O)Cc1[nH]nc2c1C(c1c[nH]c3ccccc13)C(C#N)=C(N)O2 (stereo not drawn)
    ?, ·
> Cn1cnc(S(=O)(=O)Nc2ccc(OC(F)F)cc2)c1
    23%, -5
> COc1ccc(OC)c(C(=O)CSc2nccc(-c3ccc(Br)cc3)n2)c1
    i, 1
> Oc1cc(Br)ccc1C=Nc1ccc(N2CCCCC2)cc1
    -19%, -7
> CCCCCCCn1ccc(O)c(CC(=O)OC)c1=O
    8%, 15
> COc1ccc(C(CNC(=O)c2ccc(NS(=O)(=O)c3ccc4c(c3)OCCO4)cc2)N(C)C)cc1 (stereo not drawn)
    ?, ·
> COc1ccc(C2CC(c3ccc(C)cc3)=NN2C(=O)CCC(=O)O)cc1OC (stereo not drawn)
    ?, ·
> COc1ccc(N2CCN(C(CNC(=O)C(=O)NCc3cccs3)c3ccco3)CC2)cc1 (stereo not drawn)
    ?, ·
> COC(=O)c1ccc(C(=O)OC)c(N)c1
    11%, 13
> O=C(Nc1ccc(Cl)cc1)Nc1cccc2nsnc12
    ?, ·
> N#Cc1ccc(C(=O)N/N=C/c2cn(CC(=O)O)c3ccccc23)c(F)c1
    ?, ·
> O=C(/C=C/c1ccc2c(c1)OCO2)c1ccccn1
    ?, ·
> COc1ccc(CCNC(=O)CSc2nc3c(c(=O)n(C)c(=O)n3C)n2C(C)C)cc1OC
    15%, -5
> COc1cc(OC)cc(C(=O)NC2CCCCCCC2)c1
    ?, ·
> O=C(c1cccs1)N(Cc1cc2ccccc2[nH]c1=O)c1ccccc1
    ?, ·
> CCOCCCNC(=O)C1CCN(Cc2cccc(OCc3ccccc3)c2)CC1
    1%, -1
> CCOc1ccc(NC(=S)NNC(=O)c2ccc(Br)cc2)cc1
    ?, ·
> CC(Cc1ccco1)NC(=O)c1cccc(S(=O)(=O)N(C)C)c1 (stereo not drawn)
    ?, ·
> Cc1cc(-n2cc(Br)c(=O)[nH]c2=O)nc(-c2ccccc2)n1
    12%, -8
> COc1ccc(C(=S)NC2CCCCC2)cc1
    ?, ·
> CC1CCCCN1S(=O)(=O)c1ccc2c(c1)oc(=O)n2CC(=O)O (stereo not drawn)
    19%, 3
> CC(C)CSc1nsc(N)n1
    -147%, 4
> COc1cc(OC)cc(C(=O)Nc2cccc3cccnc23)c1
    ?, ·
> O=C(Cc1c(F)cccc1Cl)N1CCN(S(=O)(=O)c2cccs2)CC1
    ?, ·
> CCC(C)c1ccc(O)c(NC(=O)c2ncn[nH]2)c1 (stereo not drawn)
    i, ·
> O=C(CSc1nnc(-c2cccnc2)n1-c1ccccc1)Nc1ccccn1
    ?, ·
> O=C(NCc1ccco1)C1CC(=O)N(c2ccc(O)cc2)C1 (stereo not drawn)
    2%, -1
> O=C(O)CCNc1nc(C(F)(F)F)nc2ccccc12
    ?, ·
> Cc1cccc(C)c1OCC(O)Cn1nnc2ccccc21 (stereo not drawn)
    -10%, -10
> O=C1OCCN1/N=C/c1ccc([N+](=O)[O-])o1
    -1%, -1
> CCCOCCc1nnc(N)s1
    -1%, 2
> COc1ccc(C(=O)N2CCN(C(=O)c3ccco3)CC2)cc1OC
    i, ·
> CCCn1c(SCC(=O)c2cc(C)n(-c3cc(C)on3)c2C)n[nH]c1=O
    ?, ·
> O=c1c2ccccc2nnn1CSc1nnc(-c2ccc3c(c2)OCO3)o1
    8%, 2
> O=c1[nH]c(=S)c2c(n1-c1ccccc1)CCC2
    i, 10
> Nc1c(C(=O)N/N=C/c2ccc(F)cc2)oc2nc(-c3ccccc3)cc(-c3ccco3)c12
    5%, 10
> O=C(O[C@H]1[C@H](Cc2ccccc2)NS(=O)(=O)[C@H]2C[C@@H]3C=C[C@]12O3)c1ccc([N+](=O)[O-])cc1
    ?, ·
> CCn1cc(C(=O)NCCc2ccccc2C)c(=O)c2ccc(C)nc21
    i, 4
> Cc1cc(C)n2nc(-c3ccccc3)cc2n1
    11%, 14

(list continues)
Values in the order – S3 lipid droplet, S3 lipid droplet cell count max
> COc1ccccc1N1C(=O)c2ccc(C(=O)Nc3nccs3)cc2C1=O
    ?, ·
> CCN(CC)CCCNC(=O)/C(=C\c1cccn1C)NC(=O)c1cccs1
    4%, -1
> CCC(C)Oc1ccc(/C=C/c2[nH]c(=O)[nH]c(=O)c2[N+](=O)[O-])cc1OC (stereo not drawn)
    1%, -11
> CCOC(=O)C1CCN(C/C=C/c2ccccc2)CC1
    ?, ·
> O=C(Nc1ccccc1N1CCN(C(=O)c2ccccc2)CC1)c1ccccc1Cl
    -2%, 0
> O=C(CSCC(=O)Nc1cccc([N+](=O)[O-])c1)Nc1ccccc1
    -8%, -2
> COCCN(C(=O)c1cc(Cl)ccn1)c1c(N)n(Cc2ccccc2)c(=O)[nH]c1=O
    ?, ·
> Cc1cccc(NC(=O)c2ccc(COc3ccc4ccccc4c3)o2)n1
    16%, 1
> COc1ccc(C(=O)NC(=S)Nc2cc(C)ccn2)cc1[N+](=O)[O-]
    ?, ·
> Cc1cc(=O)c2n(Cc3ccccc3Cl)nc[n+]2[nH]1
    0%, -11
> COc1ccc(S(=O)(=O)NCc2cccnc2)cc1C(=O)N1CCCCC1
    i, 18
> COC(=O)c1scc(C)c1NC(=O)CC1NCCNC1=O (stereo not drawn)
    -6%, 21
> Fc1ccc(Nc2nc(N3CCOCC3)nc(N3CCOCC3)n2)cc1
    ?, ·
> Cc1cnc(NC(=O)c2cccc(S(=O)(=O)N3CC(C)OC(C)C3)c2)s1 (stereo not drawn)
    i, -9
> O=C(C1CCN(S(=O)(=O)c2ccc(F)cc2)CC1)N1CCOCC1
    ?, ·
> O=C(CNC(=O)c1ccc(-c2ccccc2)cc1)OCc1c(Cl)cccc1Cl
    ?, ·
> Cc1cc(C)cc(CC2CC(=O)N(c3nc(C)cc(C)n3)C2=O)c1 (stereo not drawn)
    0%, -9
> CC(C)COCC1CC2(CC(C)C(=O)CC2=O)C(=O)O1 (stereo not drawn)
    ?, ·
> COc1cccc(CNC(=O)c2c(C)nn(-c3ccccc3)c2C)c1
    ?, ·
> CC(=O)NC(c1ccco1)c1cc(Cl)c2cccnc2c1O (stereo not drawn)
    ?, ·
> C/C(NCCCn1ccnc1)=C(\C#N)C(N)=O
    -1%, -12
> CC(C)(C)OC(=O)NCC(=O)Oc1cc2oc(=O)cc(-c3ccccc3)c2cc1Cl
    ?, ·
> Cc1ccc(NC(=O)CC(=O)Nc2ccc(C)c(C)c2)cc1C
    ?, ·
> O=C(CNC(=O)c1ccco1)NCC(=O)OCc1c(F)cccc1Cl
    ?, ·
> CCN(CC)CC(O)COc1ccc2c(c1)c(C(C)=O)c(C)n2-c1ccccc1 (stereo not drawn)
    2%, -4
> O=C(O)CN(c1ccc2c(c1)OCCO2)S(=O)(=O)c1ccccc1
    ?, ·
> O=C(NCCN1CCOCC1)c1cc(Sc2ccc(F)cc2F)nc2ccccc12
    3%, 18
> CC(C)Cc1nc2n[nH]c(N)c2c2c1CCC2
    i, 22
> CCOc1ccc(N(C(C)C(=O)NCc2ccco2)S(C)(=O)=O)cc1 (stereo not drawn)
    ?, ·
> Cn1c(SCC(=O)N2CCN(c3ccccc3)CC2)nnc1-c1ccco1
    ?, ·

(more compounds)
mol | S3 lipid droplet | S3 lipid droplet cell count max
CN(CCCNS(=O)(=O)c1cccc2cccnc12)Cc1ccccc1 | ? | ·
OCC1(CCOc2ccccc2)CCN(Cc2cccn2-c2ncccn2)CC1 | 4% | -4
COc1ccc(-c2c(C(F)(F)F)oc3c(CN4CCN(C)CC4)c(O)ccc3c2=O)cc1 | ? | ·
C/C(=N\NC(=O)c1ccc(NS(=O)(=O)c2cccs2)cc1)c1ccc(O)cc1O | -3% | -12
CC(C)(C)NC(=S)NCCc1ccccc1 | 0% | -3
Cc1cc(C)nc(NC(=NCCc2c[nH]c3ccccc23)NC(=O)C(C)(C)C)n1 | ? | ·
Cc1cc(C)c(S(=O)(=O)/N=C2/C=C(SCC(=O)O)C(=O)c3ccccc32)cc1C | -1% | 7
COc1ccc(OC)c(S(=O)(=O)NC2CCCCC2)c1 | ? | ·
S=C1NC(c2ccccc2)=NCN1c1ccccc1 | 2% | -14
N#Cc1c(NC(=O)c2ccncc2)sc2c1CCC2 | ? | ·
N#CC1=C2SCN(Cc3ccccc3)CN2C(=O)CC1c1ccc2c(c1)OCO2 (stereo not drawn) | i | ·
O=C(CCCN=C1NS(=O)(=O)c2ccccc21)OCC(=O)c1ccccc1 | ? | ·
Cc1sc2nc(CSCC(=O)N(CCC#N)c3ccccc3F)[nH]c(=O)c2c1C | ? | ·
Cc1ccc(CNc2ccc(CNc3ncn[nH]3)cc2)cc1 | ? | ·
COc1ccc(S(=O)(=O)N2CCN(C(=O)NCc3ccc(OC)c(OC)c3)CC2)cc1 | ? | ·
c1ccc2c(CCNc3ncnc4nc[nH]c34)c[nH]c2c1 | ? | ·
O=C(O)Cc1cn(Cc2cccc(Cl)c2)c2ccccc12 | ? | ·
Cc1cccc(N2CCN(C(=O)c3cc(S(=O)(=O)N4CCOCC4)cn3C)CC2)c1C | i | -12
O=C(Nc1ccc2oc(=O)ccc2c1)c1ccc(-c2ccc(Cl)cc2)o1 | 9% | 4
CCCCN(C)C1=CC2=CC(=C(C#N)C#N)CCC2CC1 (stereo not drawn) | ? | ·
Cc1sc(-n2c(C)cc(/C=C3\SC(=S)NC3=O)c2C)c(C#N)c1C | -4% | -9
O=C1NCCCC1C(=O)N/N=C/c1ccc(Cl)cc1 (stereo not drawn) | ? | ·
Cc1ccc(CSc2ncnc3c2cnn3Cc2ccccc2)cc1C | i | ·
CC/C(=N\NC(=S)Nc1ccc(OC)cc1)c1ccc(OC(F)F)cc1 | ? | ·
CCN(CC)C1CCN(C(=O)CCc2nnc(CCCCc3ccccc3)o2)C1 (stereo not drawn) | -6% | 24
Cc1ccccc1C(=O)NC1CCN(CC(=O)NCc2ccc(F)cc2)CC1 | 1% | 9
COC(=O)c1ccccc1C(=O)N1CCCC(CCC(=O)NCc2ccc(F)c(F)c2)C1 (stereo not drawn) | ? | ·
CC(=O)N1CCc2cc(S(=O)(=O)NCCC(=O)NCCc3ccccc3)ccc21 | ? | ·
Cc1cc(O)c(/C=N/Nc2ccc(Cl)cc2)c(=O)o1 | ? | ·
CCCOC(=O)c1ccc(NC(=O)c2cc(=O)[nH]c3ccccc23)cc1 | 3% | 5
CCc1cccc(C)c1Nc1nc2ccccc2n2cnnc12 | 8% | 6
Cc1ccc(/C=N/NC(=O)CSc2nc3ccccc3c(=O)n2-c2ccccc2C)s1 | ? | ·

Looked up by structure from the list above, 4 records:
mol | S3 lipid droplet | S3 lipid droplet cell count max
CC/C(=N\NC(=S)Nc1ccc(OC)cc1)c1ccc(OC(F)F)cc1 | ? | ·
COC(=O)c1ccccc1C(=O)N1CCCC(CCC(=O)NCc2ccc(F)c(F)c2)C1 (stereo not drawn) | ? | ·
Cc1cc(O)c(/C=N/Nc2ccc(Cl)cc2)c(=O)o1 | ? | ·
Cc1cccc(N2CCN(C(=O)c3cc(S(=O)(=O)N4CCOCC4)cn3C)CC2)c1C | i | -12

An excerpt of these results, with each value named.
Cc1ccc(/C=N/NC(=O)CSc2nc3ccccc3c(=O)n2-c2ccccc2C)s1
  S3 lipid droplet: ?; S3 lipid droplet cell count max: ·
CCCCN(C)C1=CC2=CC(=C(C#N)C#N)CCC2CC1 (stereo not drawn)
  S3 lipid droplet: ?; S3 lipid droplet cell count max: ·
c1ccc2c(CCNc3ncnc4nc[nH]c34)c[nH]c2c1
  S3 lipid droplet: ?; S3 lipid droplet cell count max: ·
COC(=O)c1ccccc1C(=O)N1CCCC(CCC(=O)NCc2ccc(F)c(F)c2)C1 (stereo not drawn)
  S3 lipid droplet: ?; S3 lipid droplet cell count max: ·
